# Assay outcomes deposited in PubChem BioAssay by several laboratories.
# CF NFkB inh: blocks PAF-induced NF-kB reporter in cystic fibrosis cells | inhibition, % at 5 µM | 360,000 tested, 0.86% active | KKLEB NF-kB-GFP reporter, GFP fluorescence overnight;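 active means at least 50% inhibition at 5 µM, scaled per plate between neutral and stimulator controls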;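 further: PAF is a Pseudomonas aeruginosa culture filtrate used as stimulus; plate controls were PAF-stimulated DMSO wells for no effect and unstimulated DMSO wells for full effect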
# SRC2 inh: human SRC2 (NCOA2) inhibition. Q15596. HEK293 GAL4-SRC2 luciferase reporter, luminescence. inhibition, % at 9 µM. 370,000 tested, 0.17% active;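 active means inhibition above the mean inhibition of all tested compounds plus 3 SD, set per campaign, cut at about 52% in these data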;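 further: 0% = DMSO treated cells and 100% = cells given Gossypol at 36 µM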
# NCOA3 inh: inhibitors of human steroid receptor coactivator 3 (SRC3); Q9Y6Q9; HEK293 GAL4-SRC3 luciferase reporter, luminescence; inhibition, % at 3.6 µM; 360,000 tested, 0.17% active;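 active means inhibition above a per-campaign cutoff, the mean of all compounds plus 3 SD, cut at about 60% in these data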;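 further: 0% = DMSO-treated cells and 100% = gossypol-treated cells at 36 µM; higher means less SRC3-driven luciferase light from the GAL4 reporter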
# TWEAK Fn14 block: blocks TWEAK-Fn14 interaction in a reporter cell assay. TWEAK-stimulated Fn14 reporter cells, luciferase luminescence, 8 h. inhibition, % at 10 µM. 360,000 tested, 2% active; in the data active means inhibition above about 50%
# SRC1 inh: human NCOA1 inhibition; HEK293 GAL4-SRC1 luciferase reporter, luminescence; inhibition, % at 3.6 µM; 360,000 tested, 0.12% active; AID 588354;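 active means inhibition above the campaign mean plus 3 SD, with each screening campaign given its own cutoff, cut at about 60% in these data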;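 further: 0% = DMSO treated cells and 100% = gossypol at 36 µM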
# Target sequence (Q15788 whole entry, looked up, the tested form may be a part): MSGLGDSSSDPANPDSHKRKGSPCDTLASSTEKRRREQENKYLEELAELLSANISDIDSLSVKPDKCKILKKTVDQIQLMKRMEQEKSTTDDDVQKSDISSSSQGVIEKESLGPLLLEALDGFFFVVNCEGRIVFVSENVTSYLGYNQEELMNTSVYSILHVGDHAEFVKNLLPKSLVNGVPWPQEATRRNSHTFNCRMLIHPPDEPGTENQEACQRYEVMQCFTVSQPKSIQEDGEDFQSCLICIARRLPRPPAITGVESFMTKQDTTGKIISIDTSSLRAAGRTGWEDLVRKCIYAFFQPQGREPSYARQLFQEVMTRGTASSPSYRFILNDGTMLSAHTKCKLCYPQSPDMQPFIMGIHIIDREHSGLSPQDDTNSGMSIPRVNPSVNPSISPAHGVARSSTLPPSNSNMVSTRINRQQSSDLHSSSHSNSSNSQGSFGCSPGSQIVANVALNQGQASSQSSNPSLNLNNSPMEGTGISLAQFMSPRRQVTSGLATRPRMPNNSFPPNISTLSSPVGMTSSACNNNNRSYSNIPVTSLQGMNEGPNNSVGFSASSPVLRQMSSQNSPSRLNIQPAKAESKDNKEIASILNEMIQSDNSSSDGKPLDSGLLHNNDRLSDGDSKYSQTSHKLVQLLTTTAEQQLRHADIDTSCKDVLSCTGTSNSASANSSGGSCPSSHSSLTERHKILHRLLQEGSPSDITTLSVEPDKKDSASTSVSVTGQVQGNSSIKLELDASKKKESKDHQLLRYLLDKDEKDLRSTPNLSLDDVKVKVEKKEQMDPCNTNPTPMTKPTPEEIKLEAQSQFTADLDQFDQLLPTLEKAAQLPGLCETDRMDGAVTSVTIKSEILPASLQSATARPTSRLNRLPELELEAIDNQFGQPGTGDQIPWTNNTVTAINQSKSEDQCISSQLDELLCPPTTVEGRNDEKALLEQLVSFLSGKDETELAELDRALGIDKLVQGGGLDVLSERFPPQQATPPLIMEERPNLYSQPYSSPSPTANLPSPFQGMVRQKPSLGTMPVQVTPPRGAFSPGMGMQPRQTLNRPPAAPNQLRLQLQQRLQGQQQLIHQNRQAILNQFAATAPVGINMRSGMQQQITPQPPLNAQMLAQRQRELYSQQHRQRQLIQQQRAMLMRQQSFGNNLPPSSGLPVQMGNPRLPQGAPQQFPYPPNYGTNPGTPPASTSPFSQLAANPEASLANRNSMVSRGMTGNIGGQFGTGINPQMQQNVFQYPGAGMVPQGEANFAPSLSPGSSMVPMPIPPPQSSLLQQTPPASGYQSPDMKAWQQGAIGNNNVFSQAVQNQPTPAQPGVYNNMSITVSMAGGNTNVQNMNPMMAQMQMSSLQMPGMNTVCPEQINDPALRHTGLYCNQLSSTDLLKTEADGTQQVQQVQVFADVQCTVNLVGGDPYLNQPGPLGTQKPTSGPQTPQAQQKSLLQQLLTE
# COUP-TFII inh: NR2F2 (human) inhibition, primary screen | P24468 | HEK293T NGFI-A luciferase reporter, luminescence | inhibition, % at 8.6 µM | 370,000 tested, 0.7% active | AID 686940;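 active means inhibition above a per-plate cutoff, mean inhibition of test wells between control levels plus 3 SD, cut at about 38% in these data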;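 further: cells cotransfected with COUP-TFII expression vector driving the NGFI-A reporter; 0% = median of COUP-TF2 test wells and 100% = reporter-only cells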
# C8 TRAIL sens: sensitizes caspase-8 expressing cells to TRAIL; NB7+C8 cells + TRAIL, ATPlite viability luminescence; inhibition (viability loss, TRAIL sensitization), % at 10 µM; 360,000 tested, 1% active; AID 624354;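 active means compounds causing at least 50% loss of cell viability in the single-dose screen, relative to plate controls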
# KKLEB cytotox: counter-screen for CF NF-kB inhibitors: cytotoxicity; 360,000 tested, 0.36% active; activity change (cytotoxicity), % at 5 µM; KKLEB CF airway cells viability, ATPlite luminescence, overnight; stronger effect = lower value; cells stimulated with P. aeruginosa culture filtrate; AID 602141;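 active means corrected activity change at or below -50% at 5 µM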
# LRH-1 inv ag: NR5A2 inverse agonism in reporter assay | inhibition, % at 3.6 µM | HEK293T StAR-luciferase reporter, LRH-1 transfected, 24 h | AID 602396 | 360,000 tested, 0.13% active | O00482;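 active means inhibition above the mean inhibition of all tested compounds plus 3 SD, cut at about 73% in these data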;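 further: 0% = DMSO wells and 100% = reporter-only cells lacking LRH-1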
# LMP1 NFkB inh: Epstein-Barr LMP1 NF-kappaB reporter inhibition; 350,000 tested, 0.69% active; LMP1-induced NF-kappaB luciferase reporter cells, luminescence; AID 504558; inhibition, % at 12.5 µM; in the data active means inhibition above about 41%;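 further: 0% = neutral control wells and 100% = reference inhibitor control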
# TROY NFkB inh: blocks TROY-dependent signaling in reporter cells; 360,000 tested, 0.98% active; Q293 LMP1-TROYcd NF-kB luciferase reporter, 4 h; inhibition, % at 10 µM; AID 1347056;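 active means compounds whose plate-normalised and pattern-corrected inhibition of the luciferase reporter signal at the single screening dose is 50% or more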
# An asterisk follows results filed as active; x = no result given.
# The line under a structure holds: NCOA3 inh	C8 TRAIL sens	LRH-1 inv ag	TROY NFkB inh	SRC1 inh	COUP-TFII inh	LMP1 NFkB inh	CF NFkB inh	TWEAK Fn14 block	KKLEB cytotox	SRC2 inh
> Cc1ccc(-c2ccc(/C=N/N=C3/NC(=O)C(CC(=O)O)S3)o2)c([N+](=O)[O-])c1 (centres undefined)
 : -2	-2	-3	8	9	5	0	-9	15	-4	-8
> O=C(NCCc1ccc(O)cc1)c1[nH]c(C(F)(F)F)nc1-c1ccccc1
 : -5	-7	-1	8	15	-3	x	21	12	-11	15
> COc1cc2c(cc1OC)CN(C(=O)C1CCCN1S(=O)(=O)c1ccc(C)cc1)CC2 (centres undefined)
 : 11	0	7	2	2	5	-2	-12	-1	18	-2
> COc1ccc(CN(CC(=O)NC2CCCC2)C(=O)c2onc(C(N)=O)c2N)cc1
 : 10	28	9	-6	0	-1	8	9	11	2	-21
> C=CCOC(=O)C1=C[C@@H](c2coc3ccccc3c2=O)[C@H](CCCO)[C@@H](OCC)O1
 : -6	4	1	-9	-6	4	-5	-1	-6	6	1
> CC(C)CNS(=O)(=O)c1ccc(CCC(=O)N2CCN(Cc3ccccc3)CC2)cc1
 : 7	2	9	13	2	-11	3	-5	17	6	-3
> COc1ccc(-c2nnc(NC(=O)Cc3ccccc3)s2)c(OC)c1
 : 8	-10	-20	1	-36	6	-7	-8	-11	-1	17
> Cc1ccc(NC(=O)c2cccc(S(=O)(=O)N3CCN(c4ccccc4)CC3)c2)nc1
 : -14	16	4	19	-7	18	9	4	41	-5	13
> Cc1onc(-c2c(Cl)cccc2Cl)c1C(=O)NCCc1ccncc1
 : -6	9	-17	0	0	4	0	4	-17	4	-23
> Cc1cccc(NS(=O)(=O)c2ccc3c(c2)oc(=O)n3C)c1C
 : 1	8	8	-3	13	-1	-2	18	22	-5	20
> Cc1ccc(CSc2ncnc3c2cnn3Cc2ccccc2)cc1C
 : 10	-1	-1	-11	-3	-2	9	2	21	5	1
> COc1ccc(C2CC(c3ccncc3)=NN2c2ccc(S(N)(=O)=O)cc2)cc1 (centres undefined)
 : -74	25	-76	-50	-81	-61	-14	-14	-28	0	-127
> CC1=CC(C/C(C)=C/COc2ccc3ccc(=O)oc3c2)OC1=O (centres undefined)
 : 0	15	2	-20	-5	-3	-3	-2	-2	0	-25
> CCN1CCN(C(=O)CN(C)S(=O)(=O)c2ccc(OC)c(C)c2)CC1
 : -5	-7	11	8	10	11	-3	-22	-2	-16	0
> Cc1cccc(NS(=O)(=O)c2cccc(C(=O)NCC(c3ccc(F)cc3)N3CCOCC3)c2)c1 (centres undefined)
 : 7	-7	2	-7	2	0	5	-2	20	-8	3
> O=C(Nc1cc2c(cc1Br)OCCCO2)c1cccnc1
 : -33	-34	-63	-26	-28	-9	-7	-30	12	4	-41
> O=C1c2[nH]nc(-c3ccccc3O)c2C(c2ccc(F)cc2)N1Cc1ccco1 (centres undefined)
 : 4	-9	9	13	-6	13	1	0	28	11	24
> Cc1nc(SCCO)c2oc3ccccc3c2n1
 : 4	-24	12	-14	-36	-11	-2	-2	-6	3	-26
> O=C(Nc1nc2c(s1)CCCC2)c1ccc(S(=O)(=O)N2CCCc3ccccc32)cc1
 : 22	25	14	17	3	50*	-50	-17	69*	4	15
> O=C(O)CCCC(=O)N1CCc2cc(S(=O)(=O)NCc3ccccc3)ccc21
 : -4	13	11	-3	-23	9	-1	-8	7	9	-8
> CC(OC(=O)c1cc2sccc2n1C)C(=O)NCC1CCCO1 (centres undefined)
 : 2	15	10	-14	-13	-6	-23	-4	2	-9	-20
> CCOC(=O)C1CN(S(=O)(=O)c2ccc(OC)cc2)c2ccccc2O1 (centres undefined)
 : 3	-25	-5	-9	13	-14	-1	-14	-23	-4	-53
> CC1CN(Cc2ccc(Cl)cc2Cl)CC(C)O1 (centres undefined)
 : -10	-8	-5	15	-21	14	-10	0	6	18	-9
> Cc1ccc(Cn2c3ccccc3c3cn[nH]c(=O)c32)cc1
 : 0	-15	-6	24	-10	1	3	20	6	1	2
> COc1ccc(Cl)cc1NC(=O)NCc1cccnc1
 : 6	8	12	7	6	-2	0	-4	4	5	5
> CCOC(=O)C1CCCN(CC(=O)Nc2c(C(=O)OC)[nH]c3ccc(Cl)cc23)C1 (centres undefined)
 : 14	-6	-8	12	-4	19	8	7	6	-12	4
> Cc1ccc(CCC(=O)Nc2ncc(Cc3cc(Cl)ccc3Cl)s2)o1
 : 20	-29	18	38	14	-6	19	64*	40	-36	-20
> Cc1nnc(SCC(=O)N2CCc3ccccc3C2)s1
 : -2	-2	-3	-9	-31	-25	-6	-3	11	-8	-16
> CCn1c(COc2cc(C)ccc2C(C)C)nnc1SCC(=O)Nc1nccs1
 : 21	24	8	14	14	7	-26	-12	-6	-1	6
> Cc1ccc2nnnc(-c3ccccc3)c2c1
 : 8	-4	18	-6	7	-17	4	-3	-2	7	-15

# Single entries from the results shown.
# `COc1cc2c(cc1OC)CN(C(=O)C1CCCN1S(=O)(=O)c1ccc(C)cc1)CC2` (centres undefined) in CF NFkB inh has -12
# `O=C(O)CCCC(=O)N1CCc2cc(S(=O)(=O)NCc3ccccc3)ccc21` in SRC2 inh has -8
# `COc1ccc(C2CC(c3ccncc3)=NN2c2ccc(S(N)(=O)=O)cc2)cc1` (centres undefined) in SRC1 inh has -81

# Going on with the list:
# The line under a structure holds: NCOA3 inh	C8 TRAIL sens	LRH-1 inv ag	TROY NFkB inh	SRC1 inh	COUP-TFII inh	LMP1 NFkB inh	CF NFkB inh	TWEAK Fn14 block	KKLEB cytotox	SRC2 inh
> C/C(=N\NC(=O)CSc1nc(C)cc(C)n1)c1ccc([N+](=O)[O-])cc1
 : 2	0	3	1	-1	-19	x	-4	0	1	13
> Cc1cc(C)cc(OC(=O)CN2C(=O)c3ccccc3C2=O)c1
 : 10	15	2	3	-13	23	5	-1	4	-3	-4
> CN(Cc1ccccc1)C(=C(Cl)Cl)C(=C1NCCN1)[N+](=O)[O-]
 : 17	-6	6	-21	-15	x	-4	0	-4	7	x
> Cc1cc(C(=O)Nc2ccc(S(=O)(=O)Nc3onc(C)c3C)cc2)cs1
 : -10	1	11	-43	8	12	-14	1	3	-9	-13
> COC(CNC(=O)c1cccc(-n2c(=S)[nH]c3cc(Cl)ccc3c2=O)c1)OC
 : 12	-1	6	11	1	-5	-17	9	6	-3	8
> COc1ccc2[nH]cc(CCn3ccc(=O)c(C)c3C)c2c1
 : 7	-17	-3	10	4	9	1	-11	4	20	0
> CCCNC(=O)c1ccc(C)c(NC(=O)C2=C(C)OCCS2)c1
 : -7	14	2	-3	1	6	-4	-3	-14	0	-5
> Clc1cccc(Nc2ncnc3c2cnn3-c2ccccc2)c1
 : -35	24	-43	1	-71	-47	-17	-15	43	2	-62
> CCCCCC/C=N/Nc1nnc(Cc2ccccc2)c(=O)[nH]1
 : -11	6	15	-16	-1	12	12	-26	1	15	3
> CCOc1ccc(NC(=O)CN2C(=O)S/C(=C/c3cccn3C)C2=O)cc1
 : 11	-1	9	14	-14	4	-2	5	-11	-14	-15
> CC(C)(C)c1ccc(C(=O)Nc2ccc([N+](=O)[O-])cn2)cc1
 : -104	11	-134	-15	-138	-28	-45	5	-10	-5	-35
> Cc1ncc([N+](=O)[O-])n1CC(=O)Nc1ccc(OC(F)(F)Cl)cc1
 : -15	6	14	0	-3	4	5	-2	10	1	23
> O=C(NCCc1ccccc1)c1ccccc1NC(=O)C1CCCO1 (centres undefined)
 : -67	39	-149	-33	-78	-45	-9	3	-8	1	-45
> Cc1cccc(OCC(=O)Nc2ccc(NC(=O)c3ccco3)cc2)c1
 : 0	-11	-27	-11	-36	-23	-2	-11	1	0	13
> Cc1ccc(NC(=O)CC(=O)Nc2ccc(C)c(C)c2)cc1C
 : 6	-3	12	-14	-10	-6	10	-11	-7	-1	-5
> CCOC(=O)c1ccc(NC(=S)N2CCN(C(=O)C3CCCO3)CC2)cc1 (centres undefined)
 : 24	-14	8	1	-3	-3	1	11	6	1	-17
> COc1cccc2cc(C(C)=O)c(=O)oc12
 : 6	1	-6	10	-26	7	0	-9	-14	10	-10
> CCOC(=O)N1CCC(NS(=O)(=O)c2cc3c(cc2Br)CCN3C(=O)CC)CC1
 : -14	1	0	8	-4	4	-2	10	-7	5	-14
> CN(C(=O)c1cccc(NC(=O)Cc2ccc(NC(=O)C3CCCN(C(=O)C4CCCCC4)C3)cc2)c1)C1CCCC1 (centres undefined)
 : 14	13	5	25	-5	5	6	-2	-7	-4	17
> CN(C(=O)c1cccc(NC(=O)Cc2ccc(NC(=O)C3CCCN(S(=O)(=O)c4cccc([N+](=O)[O-])c4)C3)cc2)c1)C1CCCCC1 (centres undefined)
 : 9	0	-22	3	11	22	-1	8	18	0	-9
> CC(=O)Nc1ccc(NC(=O)C(=O)c2cn(CC(=O)N3CCCC3)c3ccccc23)cc1
 : -11	-3	-5	15	7	-1	5	41	5	-17	4
> O=C(Nc1cccs1)Nc1c(F)c(F)cc(F)c1F
 : 14	-1	-1	-14	-11	4	-13	-1	6	14	-7
> Cc1ccc(OCCC(=O)OCC(=O)NC2CCCC2)cc1
 : -1	-12	5	14	24	-1	-7	14	5	6	-19
> COc1ccccc1NS(=O)(=O)c1ccc(S(=O)(=O)N2CCOCC2)cc1
 : 9	-15	-3	-9	-8	10	3	-1	5	12	3

# 2 of the compounds above, field by field:
> CC(C)(C)c1ccc(C(=O)Nc2ccc([N+](=O)[O-])cn2)cc1
  NCOA3 inh: -104; C8 TRAIL sens: 11; LRH-1 inv ag: -134; TROY NFkB inh: -15; SRC1 inh: -138; COUP-TFII inh: -28; LMP1 NFkB inh: -45; CF NFkB inh: 5; TWEAK Fn14 block: -10; KKLEB cytotox: -5; SRC2 inh: -35
> Cc1ncc([N+](=O)[O-])n1CC(=O)Nc1ccc(OC(F)(F)Cl)cc1
  NCOA3 inh: -15; C8 TRAIL sens: 6; LRH-1 inv ag: 14; TROY NFkB inh: 0; SRC1 inh: -3; COUP-TFII inh: 4; LMP1 NFkB inh: 5; CF NFkB inh: -2; TWEAK Fn14 block: 10; KKLEB cytotox: 1; SRC2 inh: 23

# Exported field by field: part of the list above
CC1CN(Cc2ccc(Cl)cc2Cl)CC(C)O1 (centres undefined)
  NCOA3 inh: -10; C8 TRAIL sens: -8; LRH-1 inv ag: -5; TROY NFkB inh: 15; SRC1 inh: -21; COUP-TFII inh: 14; LMP1 NFkB inh: -10; CF NFkB inh: 0; TWEAK Fn14 block: 6; KKLEB cytotox: 18; SRC2 inh: -9

Cc1ccc(Cn2c3ccccc3c3cn[nH]c(=O)c32)cc1
  NCOA3 inh: 0; C8 TRAIL sens: -15; LRH-1 inv ag: -6; TROY NFkB inh: 24; SRC1 inh: -10; COUP-TFII inh: 1; LMP1 NFkB inh: 3; CF NFkB inh: 20; TWEAK Fn14 block: 6; KKLEB cytotox: 1; SRC2 inh: 2

COc1ccc(Cl)cc1NC(=O)NCc1cccnc1
  NCOA3 inh: 6; C8 TRAIL sens: 8; LRH-1 inv ag: 12; TROY NFkB inh: 7; SRC1 inh: 6; COUP-TFII inh: -2; LMP1 NFkB inh: 0; CF NFkB inh: -4; TWEAK Fn14 block: 4; KKLEB cytotox: 5; SRC2 inh: 5
